Screening results deposited in PubChem BioAssay by National Center for Advancing Translational Sciences (NCATS).
HT1080 IDH1KD tx: toxicity to HT-1080 IDH1 knockdown cells (counter line); AID 686971; actives 2% (n = 360,000); Potency, µM (titrated, usually from 46.1 µM), for the others: top-dose activity, negative = toxicity, usual class: cytotoxic; HT-1080 IDH1 knockdown viability, ATP luminescence, 48 h;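 further: potency means the concentration at half of the fitted maximal effect; 0% = DMSO wells and -100% = cell-free medium wells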
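IDH1KD HT-1080 cells, 750/well, RPMI + 5% FBS; compound pinned after 2 h settling; 48 h, 37 °C; CellTiter-Glo luminescence; % activity normalised to DMSO and no-cell wells; curves fitted, classed by r2 and efficacy.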
IL1B secr inh: blocks inflammasome-driven IL-1 beta release; THP-1 LPS/ATP IL-1B secretion, AlphaLISA, 16 h; stronger effect = lower value; activity change, % at 57.5 µM; actives 4.7% (n = 360,000); AID 743279; in the data active means activity change below about -50%; inconclusive means mostly about -30% to -49%; further: on the % scale 0 is the no-effect control and ±100 the full control effect
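THP-1 cells pretreated 1 hr with compounds (up to 57.5 uM final), then stimulated with LPS (250 ng/mL final) plus ATP (1.25 mM final); secreted IL-1B measured by AlphaLISA after 16 hr, decreased signal indicating inhibition.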
MCF10A rerep: DNA re-replication induction in MCF 10a cells; MCF 10A DNA re-replication, Hoechst nuclear intensity, 48 h; Potency, µM (series often up to 46.1 µM), for inactives: top-dose activity, positive = re-replication, usual class: activators; actives 2.9% (n = 350,000); further: potency means the concentration at half of the fitted maximal effect; % of control where 0% means no effect; nearly all actives have a fitted effect of over 50% in size
ATXN viability: viability counter-screen for ATXN expression inhibitors | S2 cells (HEK-293 line with an ATXN2-luciferase reporter) viability, CellTiter-Fluor protease fluorescence, 24 h | Potency, µM (titrated, usually from 56.7 µM), actives largely listed as cytotoxic | AID 651635 | actives 0.49% (n = 400,000); further: potency means the concentration at half of the fitted maximal effect; nearly all actives have a fitted effect of over 40% in size
KB-3-1 tox: kills parental KB-3-1 adenocarcinoma cells. AID 1347075. Potency, µM (top dose mostly 46.1 µM), for the others: top-dose activity change, negative = cytotoxic, actives largely listed as cytotoxic. KB-3-1 viability, CellTiter-Glo ATP luminescence, 72 h. actives 1.4% (n = 400,000); further: potency means the concentration at half of the fitted maximal effect; on the % scale 0 is the no-effect control and ±100 the full control effect; nearly all actives have a fitted effect of over 60% in size
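72 h, 37 °C compound treatment of KB-3-1 parental cells; CellTiter-Glo added, 10 min, luminescence read. Data corrected against DMSO-only plates and normalized before curve fitting.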
ATXN2 expr inh: reduces ATXN2 reporter expression in HEK-293 cells; HEK-293 ATXN2-luciferase reporter, luminescence, 24 h; Potency, µM (top dose mostly 57 µM), for inactives: at the highest dose activity change, negative = inhibition, actives largely listed as inhibitors; actives 0.72% (n = 360,000); further: potency means the concentration at half of the fitted maximal effect; on the % scale 0 is the no-effect control and ±100 the full control effect; nearly all actives have a fitted effect of over 55% in size
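ATXN2-luciferase reporter cells (luciferase flanked by upstream and downstream ATXN2 gene portions) were treated 24 h at 37 °C with compounds at up to 57 uM. SteadyGlo luminescence gave expression; GF-AFC fluorescence gave viability.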
KB-V1 MDR tox: KB-V1 MDR subline cytotoxicity; actives 3.4% (n = 400,000); KB-V1 MDR cells viability, CellTiter-Glo, 72 h; Potency, µM (titrated, usually from 46.1 µM), for the others: at the top dose activity change, negative = cytotoxicity, usual class: cytotoxic; further: potency means the concentration at half of the fitted maximal effect; on the % scale 0 is the no-effect control and ±100 the full control effect; nearly all actives have a fitted effect of over 60% in size
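Compound-treated KB-V1 multidrug-resistant cells, 72 h, 37 degrees C; viability by CellTiter-Glo. Fitted qHTS curves give the values.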
SW480 rerep: DNA re-replication induction in SW480 cells | Potency, µM (series often up to 46.1 µM), without a hit: at the highest dose re-replication activation, actives largely listed as activators | actives 1.8% (n = 340,000) | AID 624297 | SW480 DNA re-replication, Hoechst DNA content imaging, 48 h; further: potency means the concentration at half of the fitted maximal effect; % of control where 0% means no effect; nearly all actives have a fitted effect of over 55% in size
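DNA re-replication was detected as more nuclei of elevated Hoechst intensity after 48 hr exposure to compound (23 nL pinned per well of 250 cells).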
HT1080NT lethal: kills 2HG-producing HT-1080-NT fibrosarcoma cells; HT-1080-NT fibrosarcoma viability, CellTiter-Glo ATP luminescence, 48 h; Potency, µM (titrated, usually from 46.1 µM), for the others: top-dose activity, negative = less viability, actives largely listed as cytotoxic; actives 1.6% (n = 360,000); AID 686970;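 further: NT is the 2HG producing partner of a matched IDH1 knockdown line; potency means the concentration at half of the fitted maximal effect; 0% = DMSO-treated cells and -100% = media-only wells without cells; nearly all actives have a fitted effect of over 55% in size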
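Toxicity toward the 2HG-producing NT line was scored as %Activity, normalised to DMSO and no-cell wells, from CellTiter-Glo luminescence after 48 hours' treatment.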
* marks the source's active call; other numbers are inactive results; i = inactive; ? = inconclusive; . = not tested or not shown; & = joins results of further samples; [ ] = remark or other dose. Unless noted, the call rests on the fitted dose curve; in most records, active means well fitted curve in the direction sought with a large enough effect; inconclusive means small, poorly fitted or top-dose-only effect, or another doubt; inactive means no such curve, though single readings can be large; an effect the other way counts as inactive or inconclusive.

Second line of a record: HT1080 IDH1KD tx | IL1B secr inh | MCF10A rerep | ATXN viability | KB-3-1 tox | ATXN2 expr inh | KB-V1 MDR tox | SW480 rerep | HT1080NT lethal
- CCOc1ncccc1C(=O)NCc1ccc(OC)c(OC)c1
  1% | 0 | 1% | i | 1% | -1% | ? | -5% | -4%
- CC1(C)CC(=O)C2=C(C1)Nc1ccccc1NC2c1ccc(F)cc1 (centres undefined)
  9% | 0 | 6% | i | 1% | -3% | 3% | -9%[1.84 µM] | 7%
- O=C(CCNC(=O)c1ccccc1Cl)NCCc1ccc(Cl)cc1
  -6% | 28 | 6% | i | 10% | 15% | -8% | -15% | -2%
- O=C(O)c1cccc(N2C(=O)C3CC=CCC3C2=O)c1 (centres undefined)
  5% | 0 | -1% | i | -7% | 3% | 3% | -3% | 7%
- Cc1cc2ncn(/N=C/c3ccc([N+](=O)[O-])o3)c2cc1C
  7.9µM* | ? | 21µM* | i | -14% | ? | ? | 21µM* | -6%
- Oc1c(CNc2ccccc2)cc(COCc2ccccc2)c2cccnc12
  . | . | 8% | i | 0% | ? | -1% | 0.46µM* | .
- CCNC(=S)NNC(=O)Cn1nc(C)cc1C
  10% | 63 | -1% | i | 3% | 2% | 15% | -6% | -4%[9.24 µM]
- CCC(c1nnc(SCC(=O)NCC2CCCO2)n1Cc1ccccc1)N(C)C (centres undefined)
  13% | 5 | 0% | i | 19% | -11% | 5% | 0%[9.22 µM] | 6%
- O=C1COc2ccc(C(=O)COC(=O)CCCOc3ccccc3)cc2N1
  -3% | -1 | . | i | -5% | . | 23% | . | 2%
- CCN(CC)c1ccc(C(=O)c2ccccc2C(=O)O)c(O)c1
  5% | 0 | 3% | i | -8% | 16% | ? | -5% | 2%
- CCN(CC)C(=O)COc1ccc(Br)cc1Cl
  9% | 31 | 3% | ? | -18% | -27% | ? | ? | 12%
- CCOC(=O)C1=C(COC(=O)C2CC(=O)N(c3ccccc3CC)C2)NC(=O)NC1C (centres undefined)
  6% | 7 | . | i | 8% | . | ? | . | 7%
- Cc1ccc2c(c1)C(c1ccc(F)cc1)N(C(=O)c1ccccc1Br)CC(=O)N2 (centres undefined)
  ? | 5 | -6% | ? | -24% | -22% | -22% | -2% | -1%
- COc1ccc(OC)c(CN2CCCCCC2)c1
  10% | -6 | 9% | i | -2% | 0% | -21% | 1% | 21%
- CCOC(=O)C(NC(=O)NCc1ccccc1OC)(OCC)C(F)(F)F (centres undefined)
  8% | 9 | -5% | i | 8% | 2% | 0% | -9% | 7%
- Cc1cc(Cl)ccc1OCCCC(=O)OCC(=O)c1c(N)n(C)c(=O)n(C)c1=O
  4% | 4 | 22% | i | -1% | 14% | 0% | 2% | 8%
- CCS(=O)(=O)c1ccc(O)c(NC(=O)CC2(CC(=O)O)CCCC2)c1
  18% | 15 | -1% | i | -3% | -14% | ? | -13% | 21%
- CC(C)CC(=O)NC(NC(=S)Nc1sc2c(c1C#N)CCCC2)C(Cl)(Cl)Cl (centres undefined)
  ? | 24 | 16µM* | i | ? | ? | -22% | 2% | ?
- CCn1c(=N)n(CCO)c2ccccc21
  15% | 43 | 2% | i | 9% | -7% | -6% | 14% | 17%
- COc1cc2[nH]c(=O)n(Cc3ccc(C(=O)N4CCN(c5cccc(C)c5C)CC4)cc3)c(=O)c2cc1OC
  . | . | . | i | 10% | -6% | 0% | . | .
- COc1ccc(OCc2ccc(-c3nc(C#N)c(N4CCC(C)CC4)o3)o2)cc1
  . | . | . | i | ? | -17% | -22% | . | .
- CC(=O)Nc1ccc(C(=O)OCC(=O)Nc2ccccc2F)cc1
  11% | ? | 2% | i | 16% | -1% | 11% | -5% | 1%
- CCOC(=O)c1c(C)[nH]c(C2=NNC(=Nc3ccccc3OC)SC2)c1C
  ? | -62* | 12% | ? | 18µM* | 41%[activator] | ? | ? | ?
- COc1ccc(CCC(=O)Nc2ccc(S(=O)(=O)N3CCCC3)cc2)cc1OC
  3% | -2 | 2% | i | 25% | -7% | -11% | -18% | 4%
- CC(=O)N1C[C@H]2CON(C)[C@H]2C[C@H]1c1ccccc1
  8% | 0 | . | i | 0% | -16% | 0% | . | ?
- CCCc1ccc2oc(C(=O)NCCCN3CCOCC3)c(C)c2c1
  ? | -20 | ? | i | -10% | 0% | 0% | 13% | ?
- COC(=O)c1cn(CC(=O)NCc2cccs2)c2ccccc12
  -28% | 36 | 0% | i | -15% | 62%[activator] | -10% | -2%[9.22 µM] | -7%
- O=C(Cn1ccc(C(F)(F)F)n1)Nc1cccc(S(=O)(=O)N2CCCCC2)c1
  -16% | 31 | ? | i | 10% | -31% | ? | -1% | -10%
- CCOC(=O)c1nc(Nc2ccccc2OC)c2ccccc2n1
  . | . | . | ? | 3% | -20% | 0% | . | .
- Cc1ccc(S(=O)(=O)NCCC(=O)NNC(=O)c2ccccc2O)cc1C
  -15% | 25 | ? | i | ? | -34% | -19% | ? | -19%
- COCCCN1CN(S(=O)(=O)c2cccs2)c2nc3ccccc3nc21
  8% | -6 | 1% | i | 24% | 3% | -18% | -1% | 3%
- CCCCc1nc(NCCN)c(C#N)c2c1CSC(C)(C)C2
  ? | ? | ? | i | 0% | 12% | ? | ? | ?
- Cc1ccnn1-c1ccc(C(=O)N2CCCN(S(=O)(=O)c3ccc(F)cc3)CC2)cc1
  -4% | -1 | -3% | ? | -7% | . | -15% | -4% | -1%
- N#CC1=C(S)N(c2ccccc2)C(c2ccc(-c3cccc(Cl)c3)o2)NC1=O (centres undefined)
  5% | -12 | ? | i | 4% | . | 27% | 23µM* | 1%
- COc1ccc(CCNC(=O)c2cc3c(-c4ccccc4F)nn(C)c3s2)c(OC)c1
  . | . | . | ? | -5% | -28% | ? | . | .
- CN1CCN(CCOCCOc2c(Cl)cc(Cl)cc2Cl)CC1
  -16% | -8 | ? | . | 2% | -5% | -18% | -17% | ?
- Cc1cc(S(=O)(=O)N2CCCOC2CNC(=O)C(=O)NCc2cccs2)ccc1F (centres undefined)
  1% | -3 | ? | i | -12% | -5% | ? | ? | -1%
- COc1cccc(-n2nnc3c(=O)n(CC(=O)Nc4ccc(C)cc4)cnc32)c1
  0% | -15 | -1% | i | ? | 2% | 0% | -6% | 14%
- CCNc1c([N+](=O)[O-])ncn1C
  24% | 7 | -1% | i | -7% | 0% | 19% | -6% | 20%
- COc1ccccc1C(=O)COC(=O)CCN=C1NS(=O)(=O)c2ccccc21
  -10% | 16 | 3% | i | -5% | 10% | 17% | -11% | 6%
- COc1ccc(NC(=O)CSc2nnc(C)n2Cc2ccccc2)cc1
  10% | 12 | 4% | i | 8% | -5% | -6% | 2% | 1%
- O=C(Nc1nc(-c2ccccc2)c(C(=O)c2ccccc2)s1)c1ccc(S(=O)(=O)N2CCCC2)cc1
  -13% | 21 | ? | i | 16µM* | -2% | 3.7µM* | -106%[inhibitor] | -4%
- COC(=O)[C@H](C(C)C)n1c(C)c(C(C)=O)c(C(C)=O)c1C
  11% | 9 | -11% | ? | 7% | 1% | 3% | 0% | 12%
- CC1(C)NC(=O)N(CCOCCOc2ccccc2)C1=O
  8% | -10 | -2% | i | 12% | 8% | 6% | -2% | 2%
- O=C(O)/C(=C/c1ccco1)NC(=O)c1ccccc1
  11% | 1 | -8% | i | -12% | -1% | -14% | 0% | 15%
- C[C@@H]1CC=C[C@H]2[C@H]1C(=O)N(Cc1ccccc1)[C@H]2c1ccc(-c2ccc(F)cc2)cc1F
  -22% | 57 | -3% | i | ? | -6% | -4% | -22%[9.22 µM] | -29%
- NC(=O)C1CCN(C(=O)c2cccc(NC(=O)c3nsc4ccccc34)c2)CC1
  . | . | . | i | -2% | 27% | 0% | . | .
- CC[C@H]1C(=O)[C@@H](Cc2ccccc2)[C@@H]2CCN3C(=O)CCC[C@H]1[C@H]23
  11% | 39 | -4% | i | 0%&2% | 7% | ? | ? | 15%
- CCN1C(=O)[C@H]2[C@@H](c3ccc(C(F)(F)F)cc3)N[C@]3(CCCN(Cc4ccc(C(F)(F)F)cc4)C3=O)[C@H]2C1=O
  -13% | -21 | . | i | -17% | -16% | 20% | . | -11%
- Cn1cc(C(CC(=O)O)C(=O)O)c2ccccc21 (centres undefined)
  9% | 17 | ? | i | ? | -7% | 45% | 1% | -4%
- C[C@@H]1CN([C@@H](C)CO)C(=O)c2cc(NC(=O)c3ccccc3)ccc2O[C@@H](C)CCCCO[C@@H]1CN(C)S(=O)(=O)c1ccc(F)cc1
  -10% | -18 | . | ? | -2% | -1% | 0% | . | -6%
- Cc1cc2[nH]c(=O)c(=O)[nH]c2cc1S(=O)(=O)Nc1cccc(C)c1C
  0% | -13 | 1% | i | 2% | . | -3% | -2% | 7%
- Nc1nnc(SCC(=O)OCC(=O)Nc2ccccc2)s1
  0% | 10 | 8% | i | 1% | . | -1% | -9% | 1%
- O=C(Nc1ccc(F)cc1F)c1sccc1SCc1cccc(C(F)(F)F)c1
  1% | -27 | 24% | i | -28% | 2% | 16µM* | -4% | 10%
- CCOC(=O)c1c(C)c(C(=O)NCc2ccco2)c(C)n1C
  -11% | 4 | 0% | i | 1% | . | 24% | 18% | -26%
- CSc1nc(-c2ccccc2)nc(C(C)C)n1
  -2% | 14 | -1% | i | 8% | -3% | ? | -18% | 5%
- CCOc1ccc(C(=O)O)cc1OC
  10% | 1 | -2% | i | 1% | 5% | 4% | 1% | 9%
- Cn1c(SCC(=O)NCc2cccs2)nnc1-c1ccc(O)cc1
  1% | 2 | -8% | i | 3% | -5% | 2% | -23% | 1%
- O=C1CCCc2c1cc(C(=O)NC1CCSC1=O)c(=O)n2-c1ccccc1 (centres undefined)
  14% | 3 | 1% | i | 7% | -11% | 4% | -4% | 11%
- COc1cc(CNc2ccc3[nH]c(=O)[nH]c3c2)ccc1OCc1cccc(C)c1
  -27% | -76* | 11% | ? | 5% | 8% | 0% | -2% | ?
- CCOC(=O)NN1C(=O)c2ccccc2NC1c1ccccc1F (centres undefined)
  0% | -18 | 15% | i | -15% | 6% | ? | 66% | -8%
